IEC-6 cytotox: counter-screen for KLF5 inhibitors: cytotoxicity in IEC-6 cells | IEC-6 cytotoxicity, luminescence viability | inhibition, % at 5 µM | 0.78% of 290,000 active | AID 1825; in the data active = inhibition above about 22%;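 note: 0% = plate median of test compound wells and 100% = cytotoxic reference compound wells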
SKKanGAS inh: inhibitors of SKKanGAS S. pyogenes growth in kanamycin (SK-promoter or general growth effect); BacTiter-Glo, 6 h; inhibition, % at 7.5 µM; 1.3% of 300,000 active;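 active = mean replicate score, as percent of positive control median, at least 50; inconclusive = mean below 50 but one replicate at or above 50; inactive = mean and every replicate below 50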;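 note: strain carries kanamycin resistance gene driven by streptokinase promoter and grows in 40 µg/ml kanamycin; loss of luminescence reflects streptokinase promoter inhibition or plain growth inhibition; 0% = median of DMSO wells and 100% = positive control at its reference dose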
AI-2 QS modul: Vibrio harveyi AI-2 quorum sensing modulation | Vibrio harveyi JMH597 AI-2 luminescence/OD600 ratio, 9 h; stronger effect = lower value; strain lacks LuxN and CqsS sensors; 0 = neutral-control median | 0.4% of 300,000 active | activity change, % at 7.5 µM | AID 2094; in the data active = activity change below about -75%, passing the limit was not always enough; inconclusive = no clear call, values can overlap the other calls;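 note: luminescence divided by OD600 gain over 9 h not by final OD600 alone; inactives centre near 13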
HSP90 refold inh: inhibitors of HSP90 luciferase refolding in rabbit reticulocyte lysate; luciferase refolding luminescence, 3 h; 0.91% of 290,000 active; AID 1789; inhibition, % at 5.6 µM;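 active = inhibition above the screen-wide mean plus 3 SD, computed separately per campaign, cut at about 16% in these data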;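 note: 0% = DMSO wells and 100% = 60 µM geldanamycin wells; inhibitors lower the luminescence because luciferase stays unfolded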
HIF act: HIF pathway transcriptional activation | U2OS HRE-luciferase reporter, luminescence; normalized: DMSO 0%, desferrioxamine 100% | activation, % at 7.5 µM (by protocol) | 0.32% of 300,000 active;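 active = mean activation of at least 10% of the iron chelator positive control signal, with at least half of replicates also reaching 10%; inconclusive = mean and replicate majority disagree about reaching 10%; inactive = mean and most replicates under 10%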
HSF1 inh: HSF1 inhibition; NIH3T3-HGL HSE-luciferase, MG132-induced, luminescence 8 h; stronger effect = lower value; activity change, negative = inhibition, % at 7.5 µM (by protocol); 0.77% of 300,000 active;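 active = more than half of replicate wells show activity change below -50%, luminescence cut by over half; inconclusive = some wells, but at most half, below -50%; inactive = no replicate well below -50%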;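 note: luciferase reports HSF-1 transcriptional activity via heat shock element; 0% = median of DMSO wells and -100% = zero luminescence signal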
Platelet DG rel: platelet dense granule release activity; human platelet-rich plasma, SFLLRN dense granule ATP release, luminescence; inhibition, %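 (compounds screened at 7.5 µM in platelet-rich plasma)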; 0.22% of 300,000 active;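 active = mean replicate score, as percent of positive control, at or above 50; inconclusive = mean below 50 but at least one replicate at or above 50; inactive = mean and every replicate below 50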
KLF5 inh: kruppel-like factor 5 inhibition; inhibition, % at 5 µM; DLD-1 KLF5 promoter-luciferase reporter, luminescence; 0.23% of 290,000 active; AID 1700;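 active = inhibition above a per-plate limit of that plate's mean compound inhibition plus 3 SD, cut at about 60% in these data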;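 note: 0% = DMSO wells and 100% = LY294002 at 200 µM; higher means less KLF5 promoter-driven luciferase light; inactives centre near -14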
HSF-1 act: increases HSF-1 driven luciferase reporter signal; NIH3T3-HGL HSF-1 luciferase reporter, MG132, 8 h; 100% = twice DMSO control signal; AID 504408; 1.7% of 300,000 active; activation, % at 9 µM;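 active = mean replicate activation of at least 50% with a set share of replicates each reaching 50%; inconclusive = only one of those two conditions met; inactive = mean below 50% and too few replicates reaching it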;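 note: 0% = median of the neutral control wells and 100% = twice that signal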
aSyn UTR inh: 5' untranslated region of α-synuclein, MLPCN primary screen | alpha-synuclein 5'UTR reporter, inhibitor activity | inhibition, % (tested at 7.5 µM) | 0.82% of 300,000 active; in the data active = inhibition above about 60%; inconclusive = no clear call, values can overlap the other calls;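 note: H4 neuroglioblastoma cells stably carrying SNCA 5'UTR luciferase fusion; 0% = DMSO wells and 100% = positive control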
The depositor's hits bear a star; u = inconclusive; x = no result given.

SMILES	IEC-6 cytotox	SKKanGAS inh	AI-2 QS modul	HSP90 refold inh	HIF act	HSF1 inh	Platelet DG rel	KLF5 inh	HSF-1 act	aSyn UTR inh
CC(OC1=CC(=O)CCC1)C(=O)c1ccccc1 (configuration not stated)	-4.4	0.2	15.4	-4.0	-0.1	-5.4	11.1	-8.9	-6.7	14.7
CCN(CC)CCCNCC(=O)Nc1ccc2c(c1)CCC2	-0.9	-8.1	13.9	-0.8	-0.1	1.6	-9.7	-2.6	5.4	0.7
CC(C)SC1=NC(C)(C)C=C(/C=C/c2ccc(Cl)cc2Cl)N1	3.3	-2.2	-2.9	7.5	-0.2	57.1	13.1	-2.0	82.4*	-32.6
CCCCCN1N=C(C)CC1=O	2.4	-14.2	4.8	13.4	1.2	7.9	-1.0	-12.4	8.5	5.8
Nc1ccc(Sc2ccccc2Cl)nc1	x	2.2	11.3	x	-0.3	-2.4	-1.9	x	-10.8	-5.6
COc1cccc(CN(C)C(=O)Nc2cccc(C(F)(F)F)c2)c1OC	2.9	5.0	3.3	-1.6	0.0	-4.8	-2.0	0.9	11.2	10.0
CCC(=O)Nc1cccc(NC(=O)c2cccc([N+](=O)[O-])c2)c1	-2.9	1.0	12.1	-2.7	-0.2	-1.4	1.5	-1.6	-2.1	-10.1
Cc1cccc(N(CC(=O)NC2CCCCC2)C(=O)CCCC(=O)Nc2ccccn2)c1	2.5	-3.4	27.8	-1.4	0.0	1.3	-1.6	-39.9	5.3	-17.1
Cc1nc2ccc(Cl)cc2c(-c2ccccc2)c1CC(=O)O	0.0	3.6	-3.4	2.3	0.2	-5.0	-5.1	-32.5	-18.3	15.0
Cc1oc2ccc(OCC(N)=O)cc2c1C(=O)OC(C)C	-0.4	-5.8	-3.4	4.3	0.0	-10.8	-3.1	-21.2	3.7	37.3
CN1CCCNc2nc3ccccc3nc21	8.8	-4.2	-7.3	4.3	0.7	4.0	5.2	-22.1	-6.5	-47.0
COc1ccc(/C(O)=C2/C(=O)C(=O)N(Cc3ccco3)C2c2cccs2)cc1 (configuration not stated)	-4.5	3.8	0.2	-1.1	2.0	20.8	-8.6	-28.7	22.1	9.7
COc1ccc(-c2nn(-c3ccccc3)cc2C(=O)Nc2ccc(C(=O)O)cc2)cc1OC	-3.2	16.5	31.3	1.2	0.3	-4.1	-0.7	-51.6	11.9	-6.1
CC(C)(C)OC(=O)N1CCC[C@H]1c1nnc(SCc2ccccc2)o1	0.5	-2.6	18.9	1.6	-0.8	2.4	24.7	-32.6	2.7	-11.3
COc1ccc(C2CC(=O)C=C(NCc3ccc4c(c3)OCO4)C2)cc1 (configuration not stated)	2.4	-3.0	-6.1	1.2	-0.1	-3.2	0.9	-12.8	0.1	16.4
O=c1[nH]c(CN2CCN(C/C=C/c3ccccc3)CC2)nc2ccccc12	5.4	-3.7	29.1	-1.4	-0.3	-5.3	-3.3	-26.7	-7.7	-71.6
COc1ccc(C(C(=O)NCCC(C)C)N(CCO)C(=O)c2snc(C(N)=O)c2N)cc1OC (configuration not stated)	0.4	-2.5	17.2	-1.5	-1.5	7.6	11.7	-4.5	38.0	2.6
COc1ccc(CCNC(=O)C2CCC(=O)N(C3CC3)C2)c(OC)c1 (configuration not stated)	1.2	-1.6	12.0	1.1	-0.6	-7.3	6.9	-11.6	-3.6	-6.1
Cc1ccc2c(c1)c1nnc(SCC(=O)Nc3ccccc3C(F)(F)F)nc1n2CC(=O)O	6.2	-0.4	22.7	-2.2	-0.7	4.6	0.4	-7.4	15.0	-21.0
O=C(CN1CCN(S(=O)(=O)c2ccc(F)cc2)CC1)N1CCOCC1	-2.8	-8.1	-4.0	1.4	0.3	0.3	-8.4	-14.3	28.1	2.8
CCOc1ccc(Nc2oc(-c3cccc(Cl)c3)nc2C#N)cc1	4.8	-4.5	23.4	0.9	0.7	8.4	10.0	-12.7	10.5	-44.3
CCc1ccc(C(C)NC(=O)Cn2cnc3c(=O)n(C)c(=O)n(C)c32)cc1 (configuration not stated)	0.0	-15.0	10.0	-2.2	0.3	21.7	-4.6	7.9	u	9.1
Cc1onc(-c2ccccc2)c1C(=O)N1CCN(c2ccccc2F)CC1	-8.2	0.2	10.9	-2.1	-0.2	4.9	7.6	-2.5	8.4	1.6
Cc1c(C(=O)Nc2cccc(F)c2)cnn1-c1ccccc1	0.9	-3.1	4.7	0.6	-5.9	46.7	4.6	-159.0	u	-212.3
Cc1csc(=O)n1CC(=O)OCC(=O)NCc1ccc(Cl)cc1Cl	x	-6.8	10.1	x	-0.1	-2.2	3.0	x	5.0	-2.9

The listing continues.
SMILES	IEC-6 cytotox	SKKanGAS inh	AI-2 QS modul	HSP90 refold inh	HIF act	HSF1 inh	Platelet DG rel	KLF5 inh	HSF-1 act	aSyn UTR inh
Cc1ccc(S(=O)(=O)N(C)CC(=O)Nc2ccc3c(c2)OCO3)cc1	-5.2	1.3	0.8	2.0	0.3	-5.1	-3.2	-6.5	-13.0	3.0
Cc1ccc(CNC(=O)C2(c3cccs3)CCOCC2)cc1	2.2	-3.1	16.0	-1.3	-0.5	2.2	17.9	3.0	-10.7	-3.6
COc1ccc2nc(NC(=O)CCN3C(=S)NC(C)(C)CC3C)sc2c1 (configuration not stated)	3.0	-9.9	-7.0	2.6	0.0	-4.2	-16.9	3.6	5.1	0.1
O=C(CCNC(=O)c1ccc(Cl)cc1)Nc1ccccc1Cl	-2.1	-7.5	17.7	-5.2	-5.3	0.2	-0.3	-41.4	3.7	3.5
COC(=O)c1cc(-c2ccc(C)cc2)n[nH]1	-4.8	4.4	7.6	-2.6	1.5	25.5	-6.5	-119.7	43.8	-106.3
COC(=O)c1cn(NC(=O)Cc2ccccc2Br)c(=O)c2ccccc12	-3.4	2.0	39.4	1.6	-0.2	6.8	-0.4	-22.6	6.1	0.0
CC1CCC(NC(=O)C2CCN(S(=O)(=O)c3cccc4nonc34)CC2)CC1 (configuration not stated)	-1.0	0.1	20.2	-5.3	-0.7	-6.2	-14.4	-20.6	-0.6	12.2
COc1ccccc1C1C2=C(CCCC2=O)N(CC(=O)O)C2=C1C(=O)CCC2	-8.4	10.4	17.2	3.9	-23.7	-4.7	-0.4	-1.5	11.2	13.0
O=C(NCCCN1CCOCC1)c1coc2ccccc2c1=O	-1.4	-5.6	18.4	-2.0	-1.7	-7.8	6.4	-10.6	5.2	-15.3
Cc1ccc(OCc2cc(C(=O)NCC3COCCO3)no2)cc1C (configuration not stated)	2.1	-0.2	-4.4	0.8	0.6	3.1	-1.7	-35.3	1.4	-30.8
CCOc1ccc(Br)cc1C1C(C(=O)OC)=C(N)Oc2cc(N(C)C)ccc21 (configuration not stated)	-10.1	-3.8	29.0	-6.9	0.7	5.4	24.0	9.2	-1.4	-23.9
CCn1c(N2CCN(CC(=O)c3c[nH]c4ccccc34)CC2)nc2c1c(=O)[nH]c(=O)n2C	2.5	5.7	3.6	1.6	0.0	2.8	-7.8	-18.0	17.1	31.2
Cn1c(=O)[nH]c(=O)c2c1nc1n2CCS1	0.9	-9.0	1.0	0.4	0.6	-4.1	-3.6	-12.5	2.0	-13.4
COc1cccc2c1OC1(C)CC2NC(=O)N1Cc1ccccc1 (configuration not stated)	0.0	-0.2	21.7	-2.9	-0.3	3.2	-1.4	-37.0	24.5	35.8
Cc1cccc(-c2c(NC(=O)c3ccco3)oc3c(C)cccc3c2=O)c1	7.5	0.9	6.6	-0.5	-0.1	1.6	-3.6	-30.0	-1.0	-20.3
CN1C2CCC1CC(NS(=O)(=O)c1cccc(C(F)(F)F)c1)C2 (configuration not stated)	2.1	-4.3	8.8	-5.5	0.3	1.0	-11.5	-13.0	6.5	2.3
CCCCN(C)C(=S)Nc1ccc2nc3n(c(=O)c2c1)CCCCC3	6.6	-3.0	14.2	1.2	0.4	-4.7	21.6	-9.6	25.5	-37.5
COCc1cc(C)nc(SCC(=O)Nc2cc(C(F)(F)F)ccc2N2CCOCC2)c1C#N	10.0	1.5	4.3	6.1	-0.3	15.6	8.3	-5.8	1.7	45.9
CC(C)OCCCNC(=O)CCC(=O)NNc1nc2ccccc2c2nc(-c3ccccc3)nn12	2.6	19.8	10.1	1.5	1.5	1.4	-2.1	-2.2	3.6	-61.1
COc1cc(-c2nnc3n2N=C(c2ccccc2)CS3)cc(OC)c1OC	76.7*	2.6	11.5	-2.0	-0.7	-13.3	-1.2	79.1*	-6.4	62.8*
CC(C)(C)c1ccc(OCc2nnc(SCC(N)=O)n2N)cc1	0.7	0.9	39.8	3.0	0.2	-5.2	-0.6	-12.4	8.0	8.5
CCOC(=O)C1CCCN(c2c(NCCc3ccc(S(N)(=O)=O)cc3)c(=O)c2=O)C1 (configuration not stated)	0.6	-5.5	23.6	-0.6	-0.4	-0.4	-10.3	-15.4	1.0	8.0
O=C(NCCCn1ccnc1)c1cnn2c1NC(c1ccccc1)CC2C(F)(F)F (configuration not stated)	2.9	0.1	21.1	2.5	-0.2	-8.2	7.4	-14.4	18.4	9.9
C=CCSc1nnc2c(n1)OC(c1cccnc1)Nc1ccccc1-2 (configuration not stated)	4.5	-3.4	-0.2	-0.3	0.3	9.0	-3.1	-5.1	10.0	-3.7
O=C(NN1CCOCC1)c1cc(Cl)ccc1Cl	-2.4	1.4	12.3	-0.1	0.2	0.8	-2.5	-38.6	12.6	-15.9

(list continues)
SMILES	IEC-6 cytotox	SKKanGAS inh	AI-2 QS modul	HSP90 refold inh	HIF act	HSF1 inh	Platelet DG rel	KLF5 inh	HSF-1 act	aSyn UTR inh
CC(C)(C)[C@@H]1C=C(C(=O)N2CCN(Cc3ccccc3)CC2)O[C@H](OCCCCO)C1	3.2	-1.1	-1.5	12.0	-0.3	-7.7	0.4	-22.4	-16.4	20.6
Cc1cc(OCC(=O)Nc2ccncc2)c(C)cc1Br	-0.7	-17.7	23.5	2.4	0.1	15.6	14.2	-72.8	-1.2	-13.7
CCOC(CNC(=O)CCc1c(C)nc2ncnn2c1C)OCC	-0.3	0.5	23.5	-1.7	-0.1	-5.0	0.8	-33.1	-0.8	-8.8
CC(=O)Nc1ccc(-c2cc(-c3ccc(NC(C)=O)cc3)nc(-c3ccccc3)n2)cc1	-0.3	-2.0	19.8	-0.6	0.1	33.8	5.7	7.2	38.1	15.7
COCCCNC(=O)c1cccc(S(=O)(=O)N2CC3(C)CC2CC(C)(C)C3)c1 (configuration not stated)	x	14.5	6.9	x	0.9	-0.6	0.7	x	-2.7	22.4
O=C(c1cccc(F)c1)N1CCC(N2CCCCCC2)CC1	2.8	-4.4	18.5	2.9	0.5	6.4	13.7	-2.8	20.6	-16.2
CCCc1ccc(OCc2nc(-c3ccc(NC(=O)c4ccco4)cc3)no2)cc1	-3.6	3.1	6.1	0.9	0.1	16.5	9.4	-77.9	16.2	-119.2
COc1cc(/C=N/NC(=O)c2ccc(CSc3nncn3C)cc2)cc(OC)c1O	0.1	-0.9	25.7	0.8	-0.5	-9.4	0.5	-4.0	-2.9	-10.4

Compound activity as filed in PubChem BioAssay.
